NF-kB neuron act = compounds increasing NF-kB expression in human neuronal cells; NF-kB reporter expression; stronger effect = higher value; fold change at 12.5 µM; 190,000 tested, 1.6% active; AID 1239; in the data active = fold change above about 3.3
TLR4-MyD88 BLA = blocks binding of human TLR4 to MyD88; O00206+Q99836; HeLa CL3-4 TLR4/MyD88 BLA complementation, FRET ratio; inhibition, % at 8.4 µM; 200,000 tested, 0.18% active; in the data active = inhibition above about 25%;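 note: 0% = vehicle and 100% = reference inhibitor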
FLuc stim CS = affects firefly luciferase, flagging false hits in luciferase stimulation screens; P08659; 200,000 tested, under 10 active; ATPlite luciferase biochemical, luminescence, 10 min; 0 = ATP-free wells, 1 = DMSO control; activation factor at 10 µM; AID 1027;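 active = luciferase activation factor, scaled between plate controls, of at least 2 with compound at 10 µM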
Target sequence (P08659 whole entry, looked up): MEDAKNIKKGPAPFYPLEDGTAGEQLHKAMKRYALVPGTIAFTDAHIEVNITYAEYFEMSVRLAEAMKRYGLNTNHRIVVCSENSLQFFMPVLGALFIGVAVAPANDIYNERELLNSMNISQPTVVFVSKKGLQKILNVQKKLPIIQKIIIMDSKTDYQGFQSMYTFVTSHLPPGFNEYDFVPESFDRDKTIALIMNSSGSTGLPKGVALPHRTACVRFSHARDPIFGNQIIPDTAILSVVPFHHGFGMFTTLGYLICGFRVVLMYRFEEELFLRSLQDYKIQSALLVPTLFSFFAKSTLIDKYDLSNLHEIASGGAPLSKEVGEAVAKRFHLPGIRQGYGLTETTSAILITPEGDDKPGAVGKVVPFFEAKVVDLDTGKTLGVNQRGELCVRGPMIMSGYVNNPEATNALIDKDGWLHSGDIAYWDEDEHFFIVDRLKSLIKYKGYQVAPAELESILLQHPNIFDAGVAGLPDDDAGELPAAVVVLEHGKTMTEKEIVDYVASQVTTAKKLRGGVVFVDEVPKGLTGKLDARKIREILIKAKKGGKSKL
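test system = cell-free luciferase reagent | medium = PBS as buffer for the ATP substrate | dosing = test compounds dosed from 2 mM stocks in 100% DMSO | incubation = 10 min at ambient temperature | detection = luminescence measurement of luciferase light output | benchmarks = low control with PBS replacing ATP, high control enzyme plus ATP without compound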
APP 5'UTR act = activates APP 5'UTR luciferase reporter | SH-SY5Y APP 5'UTR luciferase reporter, luminescence; zero percent = DMSO vehicle wells | activation, % at 2 µM | 190,000 tested, 1% active;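 active = activation above a set limit, based on mean plus 3 SD of controls, cut at about 140% in these data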; note: values of inactives mirror those of a sister screen read the other way
FLuc inhib CS = counter-screen for luciferase assay inhibitors: firefly luciferase inhibition | ATPLite firefly luciferase biochemical luminescence, 10 min | AID 1006 | inhibition, % at 10 µM | 200,000 tested, 1.5% active;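 active = inhibition above about 50% when tested at 10 µM, limit read from the data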
STAT1 act = STAT1 signaling activation. 200,000 tested, 2.6% active. NIH 3T3 STAT1-luciferase reporter, IFN-gamma, luminescence; 100% = IFN-gamma alone, no compound. activation (% of control), % at 5.5 µM;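 active = activation above the screen-wide mean activation plus 3 SD, cut at about 130% in these data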;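 note: raw ratio to IFN-gamma control signal so 100% means no change and 0% no light; values of inactives mirror those of a sister screen read the other way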
G6PDH counter = L. mesenteroides G6PDH inhibition counter-screen. Purified L. mesenteroides G6PDH, diaphorase/resazurin coupled fluorescence, 45 min. inhibition, % at 5 µM. 200,000 tested, 0.12% active. AID 1020; in the data active = inhibition above about 50%
APP 5UTR inh = APP translation inhibition; SH-SY5Y APP 5'UTR-luciferase reporter, luminescence; inhibition, % at 2 µM; 190,000 tested, 0.82% active; AID 1285;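 active = inhibition above a set limit, derived from the sample mean plus 3 SD, cut at about 45% in these data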; note: values of inactives mirror those of a sister screen read the other way
Diaph act CS = diaphorase activation or chemical reduction counter-screen; Diaphorase/resazurin coupled assay, resorufin fluorescence, 16 min; stronger effect = higher value; 1 = vehicle wells, 0 = NADH-free wells; activation factor at 20 µM; 190,000 tested, 0.005% active;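 active = diaphorase activity raised at least twofold by the compound at 20 µM; inactive = activation factor below 2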
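test system = bacterial diaphorase enzyme (C. kluyveri) | quantity = enzyme 0.07 U/mL final | reagent = NADH substrate 0.114 mM plus resazurin dye 0.1 mM, final | incubation = 16 min enzyme reaction, ambient temperature | buffer or medium = HEPES pH 7.4 buffer with MgCl2 and Tween 20 | signal = fluorescence of resorufin, 544 nm excitation, 590 nm emission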
Diaphorase inh = inhibits diaphorase or chemically oxidizes, flagging diaphorase assay artifacts. 190,000 tested, 0.69% active. diaphorase resazurin-to-resorufin fluorescence, NADH, 16 min; bacterial (C. kluyveri) enzyme, not human. AID 1217. inhibition, % at 20 µM;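 active = primary screen inhibition at 20 µM above a set limit, cut at about 50% in these data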;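 note: plate controls were DMSO with full reaction for no effect and wells lacking NADH for full effect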
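Test system: bacterial diaphorase enzyme (C. kluyveri); Quantity: 0.14 U/mL diaphorase, enzyme working solution; Times: reaction incubation of 16 min at room temperature; Measured by: fluorescence of resorufin formed from resazurin, Ex 544/Em 590 nm; Benchmarks: positive control minus NADH, DMSO neutral control.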
Numbers without * were called inactive; · = no result given. Rows were taken by chance, and some 5.6% of all compounds hit somewhere here.

Each structure is followed by: Diaphorase inh, STAT1 act, Diaph act CS, TLR4-MyD88 BLA, FLuc stim CS, APP 5UTR inh, APP 5'UTR act, FLuc inhib CS, G6PDH counter, NF-kB neuron act
- Cc1cc(C(=O)Nc2cccnc2)cs1
 : 17, 96, 0.8, -15, 1, -20, 20, -1, -7, 1.1
- Cc1cccc(NC(=O)N2CCN(Cc3ccc4c(c3)OCO4)CC2)c1C
 : -5, 97, 1.1, 0, 1, -9, 9, 2, 7, 1.1
- CCOC(=O)N1CC=C2C(C#N)=C(N)C(C#N)(C#N)[C@H](c3ccc(OCC)c(OCC)c3)[C@H]2C1
 : 18, 91, 0.8, -16, 1.1, 23, -23, -6, 3, 0.88
- CCOCC(=O)Nc1c(C(=O)OCC)oc2ccccc12
 : 7, 104, 0.9, 2, 1.1, -2, 2, -6, 0, 1.4
- COc1ccc2c(Cl)c(C(=O)NCCCn3ccnc3)sc2c1Cl
 : -11, 96, 1.1, -1, 1, -20, 20, -2, 6, 1.4
- Cn1c(SCC(=O)Nc2ccc3c(c2)OCO3)nnc1-c1cnccn1
 : 6, 104, 0.9, 5, 1, -12, 12, -2, -4, 1.1
- O=C(O)Cc1cn(Cc2cccc(Cl)c2)c2ccccc12
 : 3, 97, 1, 1, 1.1, -20, 20, -10, 4, 1.3
- Cc1cc(N(CCO)CCO)nc(-n2nc(C)cc2C)n1
 : 2, 108, 1, 1, 1, 1, -1, -4, 5, 1.1
- c1ccc(-c2nnc(-c3ccccn3)nc2NC2CCCCC2)cc1
 : 5, 103, 1, -6, 1, 77*, -77, 0, -10, 0.83
- CCOC(=O)c1sc2nc(CN3CCN(c4cccc(C(F)(F)F)c4)CC3)[nH]c(=O)c2c1C
 : 11, 92, 0.9, 0, 1, 10, -10, -3, -30, 1.2
- Cc1c(NC(=O)COC(=O)C23CC4CC(CC(O)(C4)C2)C3)c(=O)n(-c2ccccc2)n1C
 : 12, 99, 0.9, 9, 1.1, 5, -5, -6, 0, ·
- CCS(=O)(=O)N1Cc2ccccc2CC1C(=O)Nc1nc2ccccc2[nH]1 (stereo unspecified)
 : 16, 118, 0.8, -1, 0.9, -182, 182*, 8, 2, 0.86
- COCc1cc(C)nc2sc3c(=O)n(Cc4ccco4)nnc3c12
 : 28, 102, 0.7, 7, 1.1, 4, -3, -6, -2, 1.2
- CCN1CCN(c2ncc3c(n2)CC(c2ccc(OC)c(OC)c2)CC3=O)CC1 (stereo unspecified)
 : 0, 83, 1, 18, 1, 4, -4, -4, 7, 1.6
- O=C1C2CCCCN2C(=O)N1CCCCN1CCN(c2ccc([N+](=O)[O-])cc2)CC1 (stereo unspecified)
 : 8, 101, 0.9, -18, 1, 2, -2, -5, -24, 0.78

Shown with each value named: 2 of the compounds above.
COCc1cc(C)nc2sc3c(=O)n(Cc4ccco4)nnc3c12
  Diaphorase inh = 28	STAT1 act = 102	Diaph act CS = 0.7	TLR4-MyD88 BLA = 7	FLuc stim CS = 1.1	APP 5UTR inh = 4	APP 5'UTR act = -3	FLuc inhib CS = -6	G6PDH counter = -2	NF-kB neuron act = 1.2

CCN1CCN(c2ncc3c(n2)CC(c2ccc(OC)c(OC)c2)CC3=O)CC1 (stereo unspecified)
  Diaphorase inh = 0	STAT1 act = 83	Diaph act CS = 1	TLR4-MyD88 BLA = 18	FLuc stim CS = 1	APP 5UTR inh = 4	APP 5'UTR act = -4	FLuc inhib CS = -4	G6PDH counter = 7	NF-kB neuron act = 1.6

Remaining list, next part
Each structure is followed by: Diaphorase inh, STAT1 act, Diaph act CS, TLR4-MyD88 BLA, FLuc stim CS, APP 5UTR inh, APP 5'UTR act, FLuc inhib CS, G6PDH counter, NF-kB neuron act
- CCOC(=O)NC(Nc1nc2ccccc2s1)(C(=O)OCC)C(F)(F)F (stereo unspecified)
 : 14, 103, 0.9, -2, 1.1, -18, 18, -6, 5, 1
- COc1cc(-c2nnc3n(CCc4ccccc4)c(=O)c4ccccc4n23)cc(OC)c1OC
 : -9, 97, 1.1, 6, 0.9, -11, 11, 5, -2, 0.93
- COc1ccccc1/C=C/C(=O)OCc1nc2ccccc2c(=O)[nH]1
 : 8, 97, 0.9, 10, 0.9, 14, -14, 6, 7, 0.96
- Cc1cccc(C(=O)Oc2coc(CSc3nnc(NC(=O)C4CC4)s3)cc2=O)c1
 : 13, 94, 0.9, 6, 1, -7, 7, -1, -45, 1
- Cc1cccc(-n2cnc(C(=O)Nc3cccnc3)c2)n1
 : 6, 140*, 0.9, -3, 0.7, -14, 14, 33, 7, 2.1
- CC(C)CN1C(=O)c2ccc(C(=O)Nc3ccncc3)cc2C1=O
 : 13, 87, 0.9, -7, 1, 11, -11, -1, 10, 0.88
- O=C(Nc1ccccc1-c1nnc(SCc2ccccc2)o1)c1ccccc1
 : 9, 102, 0.9, 3, 1.1, -5, 5, -6, 4, 1
- Cc1nc2c3cc(F)ccc3n(CCN3CCCCC3)c2s1
 : 5, 95, 1, -2, 1.1, 4, -4, -8, 0, 0.7
- CNC(=O)COC(=O)c1cc2c(s1)CCCC2
 : 5, 92, 1, 5, 0.9, 1, -1, 8, 4, 1.2
- CCN(Cc1ccccc1)S(=O)(=O)c1ccc2oc(C(=O)O)c(C)c2c1
 : 11, 108, 0.9, 4, 1, -2, 2, -5, 16, 1.1
- CCOC(=O)C1(Cc2ccccc2C(F)(F)F)CCN(C(=O)c2cc(C)n(C)n2)CC1
 : ·, 131*, ·, 10, 1.1, -28, 28, -10, 14, 1.8
- COc1cccc(-c2cc(C(=O)Nc3nc4ccccc4s3)c3ccccc3n2)c1
 : 16, 93, 0.8, -13, 0.9, 12, -12, 9, 7, 0.73
- Cc1ccc(CSc2ncnc3ccccc23)cc1
 : 18, 99, 0.8, 5, 1.1, -21, 21, -5, 0, 1.1
- O=c1oc2ccccc2cc1-c1csc(Cc2nc(-c3ccc(Cl)cc3)cs2)n1
 : 14, 102, 0.9, 10, 1.1, -5, 5, -6, -3, 1.2
- Cc1cccc(NC(=O)NC2CC3CCC(C2)N3Cc2ccco2)c1 (stereo unspecified)
 : 2, 102, 1, -4, 1, -20, 20, -4, 22, 0.96

Remaining list, next part:
Each structure is followed by: Diaphorase inh, STAT1 act, Diaph act CS, TLR4-MyD88 BLA, FLuc stim CS, APP 5UTR inh, APP 5'UTR act, FLuc inhib CS, G6PDH counter, NF-kB neuron act
- COc1ccc2c(-c3ccccc3)cc(SCC(=O)N(C)C3CCS(=O)(=O)C3)nc2c1 (stereo unspecified)
 : 32, 91, 0.7, -2, 1, -3, 3, -1, 5, 1
- COc1cccc(C(=O)Nc2cc(C(F)(F)F)ccc2Cl)c1
 : 11, 100, 0.9, -1, 1, -12, 12, -4, 3, 1.2
- O=C1Nc2ccccc2/C1=C\c1cccn1-c1ccc(OC(F)(F)F)cc1
 : 23, 102, 0.8, 10, 1, 9, -9, -3, -32, 1.1
- Cn1c(N)c(C(=O)COC(=O)c2cc(-c3ccccc3)nc3ccccc23)c(=O)n(Cc2ccccc2)c1=O
 : 21, 99, 0.8, -6, 1, 26, -26, -1, 9, 0.77
- COc1ccc(Cl)cc1NC(=O)COC(=O)C(CC(C)C)N1C(=O)C2CC=CCC2C1=O (stereo unspecified)
 : 25, 99, 0.8, 8, 1, -10, 11, -4, -14, 0.86
- CCn1c(SCc2ccccc2)nnc1-c1cccnc1
 : ·, 111, ·, 12, 1, 8, -8, -2, 13, 0.93
- COc1ccc2c(Cl)c(C(=O)N/N=C/c3ccc4c(c3)OCO4)sc2c1
 : -16, 97, 1.2, -2, 0.9, 3, -3, 6, -4, 1.2
- COc1cc(C(=O)Nc2ccc(Br)cc2C(=O)c2cc(OC)c(OC)c(OC)c2)cc(OC)c1OC
 : 19, 100, 0.8, 10, 1.1, -9, 9, -7, -26, 1.1
- CCCCCCCNC1=CC(=O)CC(c2ccco2)C1 (stereo unspecified)
 : 4, 100, 1, -4, 1, -19, 19, -4, 4, 1
- Cc1cc(C)c2c(=O)n(CC(=O)NCCCN3CCN(c4ccccc4F)CC3)sc2n1
 : -1, 99, 1, 7, 0.9, 21, -21, 14, -8, 1.2
- CCN1CCc2nc(NC(=O)c3ccc4c(c3)OCCO4)sc2C1
 : 3, 123, 1, 11, 0.6, -83, 83, 38, 9, 1.7
- CC(C)(C)CC(=O)NC(=S)Nc1ccccc1[N+](=O)[O-]
 : 14, 104, 0.9, 8, 1.1, -7, 7, -6, 2, 1
- O=C(COC(=O)c1ccccc1C(=O)c1ccc(Cl)c([N+](=O)[O-])c1)NC1CC1
 : 9, 84, 0.9, 18, 1.1, 48*, -48, -8, 4, 0.66
- COc1cc(C(=O)Nc2nc(-c3ccc(F)cc3)cs2)ccc1OCC(=O)N1CCOCC1
 : 11, 90, 0.9, -5, 1, -6, 6, -2, 2, 0.36
- CSCCC(=O)N1C(C)CCCC1C(=O)O (stereo unspecified)
 : 7, 103, 0.9, -9, 1.1, -8, 8, -5, 5, 1

Further structures
Each structure is followed by: Diaphorase inh, STAT1 act, Diaph act CS, TLR4-MyD88 BLA, FLuc stim CS, APP 5UTR inh, APP 5'UTR act, FLuc inhib CS, G6PDH counter, NF-kB neuron act
- Nc1ccn(Cc2ccccc2F)n1
 : -11, 101, 1.1, 8, 1.1, -43, 43, -5, 2, 1.1
- COc1ccccc1C1Nc2cccc3cccc(c23)N1
 : 57*, 93, 0.4, 0, 1, -13, 13, -1, 14, 0.88
- CCOC(=O)c1c(C)[nH]c(C)c1C(=O)COC(=O)c1ccc(O)cc1
 : 10, 97, 0.9, 3, 1, -7, 7, -4, -6, 0.95
- COc1ccccc1CNc1nc2nc(C)c(Cl)c(=O)n2[nH]1
 : 4, 99, 1, 8, 1, -11, 11, 0, 11, 1.7
- CCOC(=O)C1=C(CC)NC2=C(C(=O)CCC2)C1c1ccc(OC)c(OC)c1 (stereo unspecified)
 : -4, 97, 1, 3, 1, 5, -5, -3, 8, 1.1
- CC(=O)Oc1ccc(NC(=O)Cc2ccccc2)c(C(=O)O)c1
 : 6, 102, 0.9, -10, 1, -7, 7, 1, 3, 1.4
- CC(=O)NCCNC(=O)c1ccc(Sc2ccccc2)c([N+](=O)[O-])c1
 : 11, 91, 0.9, -22, 1, -2, 2, -4, 3, 1.6
- Cc1ccc(NC(=S)Nc2ccc(C(C)C)cc2)cc1S(=O)(=O)N1CCCCCC1
 : 5, 105, 1, -7, 1, -3, 3, 0, -3, 0.86
- CC1CCCN(C(C(=O)Nc2ccc3c(c2)OCCO3)c2ccccc2)C1 (stereo unspecified)
 : 5, 92, 0.9, 11, 1, 4, -4, 0, 0, 1.2
- Cc1cccc(CSc2cn(CC(=O)N3CCOCC3)c3ccccc23)c1
 : 22, 129*, 0.8, -4, 1, -13, 13, 4, -6, 2.2
- CCCC1=Nc2cc(C(=O)NCCCOCC)ccc2Sc2ccccc21
 : 10, 118, 0.9, 5, 1.1, 97*, -97, -6, 7, 3
